Compound activity deposited in PubChem by Broad Institute.
F508del corr: F508del CFTR correction, initial screen, CFBE line, single point; CFBE cells, YFP halide quenching; stimulated with forskolin plus potentiator P3; % fluorescence drop versus neutral controls; activity (quench increase), % at 7.58 µM; hit rate 0.36% among 350,000; AID 720511, 2013;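 active = mean added fluorescence quench of at least 8% versus neutral control, with both replicates also reaching 8%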;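 note: cells transiently co-express mutant CFTR-F508del with the halide-sensitive YFP; corrector assay measuring rescue of mutant channel to the surface after 24 h compound exposure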
miR-122 sensor: miR-122 Renilla sensor signal increase in Huh7, primary screen, miR-122 inhibitor project, cell-based, single point, plate reader | Huh7 miR-122 Renilla luciferase sensor, 48 h; neutral wells = 0, positive control = 100 | activation (reporter increase), % at 12.5 µM | hit rate 0.3% among 340,000;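 active = mean replicate activation score at least 90 and every replicate individually at or above 90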;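 note: higher luciferase means less miR-122 activity so hits act as miR-122 inhibitors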
PAX8 inh HTS: inhibitors of PAX8-driven TPO luciferase reporter, primary screen, RMG-I cells, single concentration; hit rate 1.2% among 360,000; inhibition, % at 12.6 µM; SteadyGlo, 24 h;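 active = mean replicate inhibition at least 60% with every replicate also reaching 60%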;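 note: luciferase light reporting Pax8 driven TPO promoter activity; plate controls were median of neutral control wells for no effect and mitoxantrone controls for full effect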
INS-1E GSIS act: GLuc luminescence reporter in INS-1E cells, primary screen for activators of glucose-dependent secretion of insulin. INS-1E GLuc reporter insulin secretion, 2-3 h. activation, % at 16.6 µM. hit rate 0.61% among 370,000;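 active = lowest replicate activation of at least 40%, so every replicate reaches that level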;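 note: 0% = median of neutral control wells and 100% = median of IBMX positive control wells; some compounds called inactive have numbers as strong as hits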
EWS-Fli block: EWS/Fli-driven NR0B1 reporter inhibitors, primary screen, A673 cells, NR0B1 luciferase, luminescence, MLPCN library | inhibition, % at 12.6 µM | viability-normalised | hit rate 0.67% among 350,000;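 active = mean inhibition of at least 50% after viability correction, with every replicate also passing that limit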;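 note: firefly luciferase signal divided by Alamar Blue viability fluorescence both relative to DMSO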
FN deposit inh: inhibitors of fibronectin matrix deposition, primary screen, AH1F cells, Alexa488-fibronectin fluorescence, plate reader | AID 743247, 2014 | inhibition, % at 12.6 µM | hit rate 0.086% among 350,000 | AH1F fibroblasts, overnight;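 active = mean inhibition across replicates of 30% or more, regardless of how many single replicates reach that level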;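 note: positive control wells lacked labelled fibronectin entirely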
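Assay system: AH1F fibroblasts / Quantity: 10000 cells per well / Medium: DMEM plus 2% serum, read in PBS / Reagent: labelled fibronectin 24 nM / Dosing: single dose, pinned / Times: 1 h cell attachment, overnight exposure to compound and label / Signal: fluorescence, ex 485 nm, em 525 nm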
DENV2 CPE rescue: inhibitors of DENV2 cytopathic effect, primary screen, cell-based, plate reader, single concentration | CPE inhibition, % at 9.99 µM | DENV2-infected cells, cytopathic effect rescue | hit rate 1.7% among 350,000; in the data active = CPE inhibition above about 20%, passing the limit was not always enough; tested in BHK-21 cells;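 note: 0% = median of neutral control wells and 100% = median of positive control wells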
An asterisk follows results filed as active; . = no result given; [ ] = remark or other dose.

SMILES	F508del corr	miR-122 sensor	PAX8 inh HTS	INS-1E GSIS act	EWS-Fli block	FN deposit inh	DENV2 CPE rescue
C[C@@H]1CCCCO[C@@H](CN(C)S(=O)(=O)c2cccs2)[C@@H](C)CN([C@@H](C)CO)C(=O)c2cc(NS(C)(=O)=O)ccc2O1	3.0	11.9[16.7 µM]	2.6	8.8	-8.0	.	-7.1
CCNc1nc(SCCOc2ccc(Cl)cc2Cl)nc(N(C)C)n1	0.1	.	-12.3	-6.9	-5.9	.	.
N#C[C@H]1[C@@H](c2ccccc2)[C@H](CO)N1C(=O)Nc1cccc(F)c1	0.0	.	-9.6	-8.7	4.0	.	0.3
CCN(CC)CCCNC(=O)CN1C(=O)CSc2ccc(S(=O)(=O)N3CCOCC3)cc21	1.8	0.9	-17.1	1.0	-3.8	2.1	2.1
CN(Cc1ccco1)C(=O)c1ccc(CNS(=O)(=O)c2ccc3c(c2)C(C)(C)C(=O)N3C)cc1	0.3	-0.4	22.3	2.8	8.4	-1.1	-8.8
COc1ccc2nc(SCC(=O)NC3CCCCC3)[nH]c2c1	4.0	-4.4	-7.7	-1.9	0.8	-2.3	-1.6
O=C(c1cccc(C(F)(F)F)c1)N(c1ccccn1)C1CCCCC1	2.9	1.6	-1.7	-26.4	7.2	0.1	-2.3
Cc1nc(N)[nH]c(=O)c1Oc1cccc(C(F)(F)F)c1	-0.5	22.7	-0.6	7.6	2.9	-8.2	0.1
Nc1nonc1-n1nnc(C(=O)O)c1-c1cccs1	.	17.1	-0.9	21.2	.	-16.8	.
COc1ccc(CCNC(=O)C2CCCN(C(=O)c3ccc(Cl)cc3)C2)cc1 (stereo not drawn)	-2.9	-9.7	2.4	4.7	0.3	6.5	-4.1
COc1ccc(N2C(=O)CC(N(CCc3ccc(S(N)(=O)=O)cc3)C(=S)Nc3ccccc3)C2=O)cc1 (stereo not drawn)	2.1	-0.8	9.5	-9.6	-21.3	5.6	-0.7
CCOCCCNC(=O)CSCc1nc(-c2ccc(SC)cc2)oc1C	2.4	-10.3	33.5	-3.2	8.6	-3.2	2.2
Cc1ccn(CC(=O)NC2CCCN(Cc3ccccc3F)C2)n1 (stereo not drawn)	1.2	.	10.1	-13.4	5.2	.	2.2
CN(C)C(=O)c1ccc(-c2ccc([C@@H]3[C@H](C#N)N[C@H]3CO)cc2)cc1	-0.1	.	10.4	7.5	0.2	-5.9	-2.1
O=C(c1cccnc1)N1C[C@H]2[C@@H](c3ccccc31)[C@H](CO)N2Cc1ccc2c(c1)OCO2	-0.9	21.4[16.7 µM]	7.4	-1.1	-3.1	.	-2.1
COC(=O)[C@]12C[C@H](CC(=O)NCCc3ccccc3OC)C(=O)N(Cc3ccccc3)C1=C[C@H](C(C)C)O[C@@H]2C1CC1	0.7	.	13.9	-31.2	9.8	-7.7	8.3
CCNC(=O)[C@H]1[C@H](CO)[C@H]2Cn3c(ccc(/C=C/c4ccccc4)c3=O)[C@@H]1N2C(C)=O	-7.5	2.0[16.7 µM]	-6.4	-1.3	-5.9	.	3.7
CC(C)(C)NC(=O)CN(C(=O)CNC(=O)c1cccs1)c1ccc2c(c1)OCCO2	0.6	-2.1	.	-11.9	0.0	.	1.4
Cc1ccc2c(c1)C1(SC(C)C(=O)N1c1ccc(Cl)cc1)C(=O)N2 (stereo not drawn)	-1.2	.	8.5	-7.4	-4.0	13.3	5.9
CN1CCN(C(=O)C[C@@H]2C[C@H]3c4cc(NC(=O)Nc5ccc(C(F)(F)F)cc5)ccc4O[C@H]3[C@H](CO)O2)CC1	-1.0	-0.9[16.7 µM]	7.9	4.4	-5.3	-33.3	0.9
COc1ccc(-c2nc(SC(C)C(=O)NC3CC3)n[nH]2)cc1 (stereo not drawn)	1.1	0.5	-19.0	3.0	-9.6	-4.4	-6.2
CN1C(=O)c2cc(NC(=O)c3cscn3)ccc2OC[C@@H]2O[C@H](CC(=O)N3CCCCC3)CC[C@H]21	0.7	4.6[16.7 µM]	-16.1	6.7	2.6	-1.9	-7.0
C[C@H](CO)N1C[C@H](C)[C@H](CN(C)Cc2ccc(Oc3ccccc3)cc2)Oc2ncc(-c3cncnc3)cc2C1=O	-2.4	5.4[16.7 µM]	-4.5	-10.9	2.0	.	-3.6
COc1cccc(CNC(=O)C[C@@H]2C=C[C@@H](NS(=O)(=O)c3ccccc3OC)[C@@H](CO)O2)c1	4.3	.	5.4	-0.2	3.1	.	-1.2
CC(=O)c1ccc(OCC(O)CN2CCN(S(=O)(=O)c3c(C)cc(C)cc3C)CC2)cc1 (stereo not drawn)	-1.5	9.9	-17.2	-20.1	11.6	-3.7	-2.9

Brought forward from above: two compounds, followed by the next part.
SMILES	F508del corr	miR-122 sensor	PAX8 inh HTS	INS-1E GSIS act	EWS-Fli block	FN deposit inh	DENV2 CPE rescue
COc1cccc(CNC(=O)C[C@@H]2C=C[C@@H](NS(=O)(=O)c3ccccc3OC)[C@@H](CO)O2)c1	4.3	.	5.4	-0.2	3.1	.	-1.2
CC(=O)c1ccc(OCC(O)CN2CCN(S(=O)(=O)c3c(C)cc(C)cc3C)CC2)cc1 (stereo not drawn)	-1.5	9.9	-17.2	-20.1	11.6	-3.7	-2.9
CN(C)CCNCc1ccccc1OC1CCCC1	.	-7.9	.	35.3	.	7.3	.
O=C(CCSCCc1ccccn1)Nc1cccc([N+](=O)[O-])c1	-0.1	.	2.1	-1.7	8.8	.	.
O=C(CNC(=S)N(Cc1ccccc1)Cc1ccccc1F)NCCc1ccc(Cl)cc1	.	49.0	18.0	-42.4	0.2	-15.8	-5.5
Cc1nc2scc(-c3ccccc3)c2c(=O)o1	.	-2.4	-11.1	5.0	.	-0.9	.
CC12CCC(C(=O)N(NC(=O)c3ccc(O)cc3)C1=O)C2(C)C (stereo not drawn)	.	-3.3	.	3.5	.	.	-15.7
COc1ccc(S(=O)(=O)Nc2ccc3c(c2)C(=O)N([C@@H](C)CO)C[C@H](C)[C@@H](CN(C)C(=O)Cc2ccccc2)OCCCC[C@@H](C)O3)cc1	4.6	5.5[16.7 µM]	23.1	-26.3	-2.8	.	25.6*
O=C(O)c1cccc(NC(=S)NC(=O)c2cncc(Br)c2)c1	-1.7	-5.4	-47.1	4.0	-36.2	4.0	3.5
COc1ccc(Cc2nc3ccc(C(=O)N4CCN(C)C(C)C4)cc3o2)cc1OC (stereo not drawn)	1.0	-7.0	-5.4	6.2	-2.2	-10.8	-2.8
C[C@H](CO)N1C[C@H](C)[C@H](CN(C)S(=O)(=O)c2ccccc2)OCCCC[C@H](C)Oc2ccc(NC(=O)Nc3ccc(F)cc3)cc2C1=O	-0.9	-18.0[16.7 µM]	57.6	-3.1	9.6	.	21.7*
CC(=O)Nc1nc(NC(=O)C(Cl)(Cl)Cl)n(-c2ccccc2)n1	2.6	.	-15.9	.	-3.2	-5.1	4.1
C[C@H]1CN([C@@H](C)CO)C(=O)c2cc(-c3ccc(F)cc3)cnc2O[C@@H]1CN(C)C(=O)C1CCC1	0.2	6.4[16.7 µM]	.	-19.3	0.5	-7.3	13.6
O=c1c(C(c2ccccc2)c2c(O)nc3n(c2=O)CCS3)c(O)nc2n1CCS2	.	.	11.0	1.1	0.7	0.6	0.0
COC(=O)C(Cc1ccc(O)cc1)NC(=O)C1CCN(S(=O)(=O)c2ccc(C)cc2)CC1 (stereo not drawn)	0.4	-2.7	3.0	-9.4	3.9	6.9	-0.8
COc1cccc(/C=N/NC(=O)c2cnccn2)c1	.	.	-39.1	2.2	.	0.9	.
C[C@@H]1CN([C@@H](C)CO)S(=O)(=O)c2ccc(-c3cncnc3)cc2O[C@@H]1CN(C)C(=O)Cc1ccncc1	1.8	0.4[16.7 µM]	-3.1	11.4	0.6	.	-0.7
CCCCCCCCN1C(=O)[C@@H](CC(=O)NCc2cccc(C(F)(F)F)c2)C[C@@]2(C(=O)OC)C1=C[C@H](C1CCCC1)O[C@@H]2C	0.6	.	-22.7	.	-0.7	3.6	8.7
CCOc1c(C)cnc2c1c(=O)n(Cc1ccccc1Cl)c(=O)n2C	3.2	.	7.2	5.6	8.5	-2.0	-0.4
Cc1onc(-c2ccccc2Cl)c1C(=O)Nc1ccc(S(=O)(=O)NCC2CCCO2)cc1 (stereo not drawn)	-2.5	3.3	.	0.0	-11.3	.	12.5
Cc1ccc(C)c(CS(=O)(=O)c2cn(CC(=O)N3CCC(C)CC3)c3ccccc23)c1	.	-4.9	-4.7	-17.4	.	2.0	.
COc1ccc(C)cc1NC(=O)CSc1nnc(-c2ccc(Br)cc2)o1	0.3	-4.0	.	-0.4	-26.3	.	.
O=C1NC2(CCCCC2)C(=O)N1Cc1cc(=O)n2ccsc2n1	1.7	.	-12.6	23.3	-1.3	-3.4	3.6
COc1cccc(C(=O)NCCn2ccc3ccccc32)c1	1.3	-4.0	-175.2	-1.9	-95.7	3.3	0.1
CCCCNC(=O)COn1nnc2ccc(S(=O)(=O)N3CCOCC3)cc21	0.2	.	-6.7	9.8	5.7	0.1	-3.7
COc1ccc(C(C#N)c2nc3ccccc3nc2Cl)cc1 (stereo not drawn)	1.5	-0.4	6.4	-7.5	22.5	1.0	2.5
O=Cc1ccc(N2CCN(S(=O)(=O)c3ccc4c(c3)CC(=O)N4)CC2)cc1	-1.0	4.1	9.8	10.2	-2.0	3.7	19.9
Further compounds
SMILES	F508del corr	miR-122 sensor	PAX8 inh HTS	INS-1E GSIS act	EWS-Fli block	FN deposit inh	DENV2 CPE rescue
CCOC(=O)C1=C(C)c2ccccc2OC1(C)C(=O)OCC (stereo not drawn)	0.6	5.1	-0.2	12.9	6.9	-2.4	-1.8
CCOC(=O)c1c(NC(=O)CSc2nnnn2C)sc(C(=O)N(C)C)c1C	2.8	.	20.5	3.9	-7.5	-8.5	-0.9
O=S(=O)(c1ccccc1F)N1CCCCN2[C@@H](CO)[C@@H](c3ccc(-c4ccccc4)cc3)[C@@H]2C1	-1.8	4.0[16.7 µM]	13.3	-14.5	3.5	.	18.4
C=C1CCN(Cc2ccccc2)S(=O)(=O)c2ccccc21	-1.8	-0.5	-15.4	8.5	-1.6	7.1	-12.6
Cc1ccc(Nc2nc(-c3cccnc3)nc3ccccc23)cc1	11.9*	0.3	29.0	-5.6	58.3*	0.8	-2.8
CCOC(=O)Cc1cnc(NC(=O)CSc2nc(C)cc(C)n2)s1	1.0	.	13.3	8.9	-5.9	8.5	7.5
COc1ccc(CCNC(=O)COc2ccccc2[N+](=O)[O-])cc1OC	0.5	-2.0	8.8	49.0	-14.0	1.4	2.8
CN(CC(=O)Nc1ccc(F)cc1)C(=O)c1ccc(N2C(=O)CCC2=O)cc1	-0.6	.	-0.2	19.1	2.5	-1.8	-1.4
Cc1ccc(C(=O)O/N=C(\N)c2cccc([N+](=O)[O-])c2)cc1	-0.2	-18.9	.	-39.5	-95.4	.	9.5
COc1ccc(/C=N/NC(=O)c2[nH]nc3c2CCc2ccccc2-3)cc1OC	.	.	41.8	1.1	53.4*	-1.1	5.7
OC1(c2ccc(Cl)cc2)CCN(Cc2c[nH]c3ccccc23)CC1	2.0	7.0	20.3	-28.6	21.1	.	56.2*
CCOC(=O)N(C)c1c(CC)nc2c(OCc3ccc(C(F)(F)F)cc3)cccn12	-1.2	8.7	3.9	8.6	12.1	8.0	5.5
Cc1ccc(S(=O)(=O)NN=C2CC(C)(C)CC(=O)C2(C)C)cc1	1.0	2.3	13.8	2.0	-1.8	1.1	2.1

One compound at a time (already shown):
`O=S(=O)(c1ccccc1F)N1CCCCN2[C@@H](CO)[C@@H](c3ccc(-c4ccccc4)cc3)[C@@H]2C1` is listed as F508del corr = -1.8; miR-122 sensor = 4.0[16.7 µM]; PAX8 inh HTS = 13.3; INS-1E GSIS act = -14.5; EWS-Fli block = 3.5; FN deposit inh = .; DENV2 CPE rescue = 18.4
`COc1ccc(/C=N/NC(=O)c2[nH]nc3c2CCc2ccccc2-3)cc1OC` is listed as F508del corr = .; miR-122 sensor = .; PAX8 inh HTS = 41.8; INS-1E GSIS act = 1.1; EWS-Fli block = 53.4*; FN deposit inh = -1.1; DENV2 CPE rescue = 5.7
